Compound activity (PubChem)
SENP8 block = SENP8 (human) protease inhibition; recombinant SENP8, Nedd8 substrate fluorescence; 360,000 tested, 0.64% active; AID 602440; Q96LD8; inhibition, % at 20 µM; in the data active means inhibition mostly above about 40%, no sharp cut-off; inactive means mostly below about 27%
MPTP block = permeability transition pore inhibition; 360,000 tested, 1.4% active; isolated mouse mitochondria, Ca2+ swelling absorbance, 30 min; inhibition, % at 10 µM;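 active means inhibition of 50% or more, scaled per plate between neutral and stimulator controls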;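 further: 0% = DMSO wells given calcium and 100% = 1 mM EGTA wells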
NR3A LBD binder = modulators (binders) of human NR3A ligand-binding domain | NR3A LBD differential scanning fluorimetry, Tm shift; 0% = protein alone, 100% = glycine-bound protein | Tm shift relative to glycine control, % at 25 µM | 340,000 tested, 2.5% active | AID 1259313;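 active means melting temperature shift of at least 10% of the positive control shift, at one fixed dose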
SENP7 block = blocks the human protease SENP7; AID 434973; recombinant SENP7, Z-RLRGG-aminoluciferin luminescence, 40 min; inhibition, % at 5 µM; 330,000 tested, 1.5% active; Q9BQF6;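 active means inhibition above about 50% at the single test dose, limit read from the data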;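 further: plate controls were DMSO with enzyme for no effect and no enzyme buffer wells for full effect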
HKDC1 inhibitor = blocks human hexokinase HKDC1 activity. AID 493160. 340,000 tested, 0.16% active. inhibition, % at 20 µM. recombinant HKDC1, G6PDH/diaphorase resazurin coupled fluorescence. Q2TB90;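 active means inhibition above about 35% when tested at 20 µM, limit read from the data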;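 further: plate controls were DMSO wells with enzyme for no effect and DMSO wells lacking enzyme for full effect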
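Material: recombinant HKDC1 hexokinase; Amount: HKDC1 at 5 µg/mL; Medium: Tris pH 8.0 buffer with MgCl2, Tween-20, BSA, BME; Schedule: 90 min reaction incubation at room temperature, dark; Technique: coupled resazurin fluorescence, excitation 525 nm, emission 613 nm.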
ATG4B inh = inhibitors of human ATG4B cysteine protease. Q9Y4P1. ATG4B cleavage of LC3-PLA2, NBD-HPC fluorescence, 1 h. inhibition, % at 8.33 µM. 340,000 tested, 0.51% active. AID 504462; in the data active means inhibition above about 40%
Target sequence (Q9Y4P1 whole entry, looked up): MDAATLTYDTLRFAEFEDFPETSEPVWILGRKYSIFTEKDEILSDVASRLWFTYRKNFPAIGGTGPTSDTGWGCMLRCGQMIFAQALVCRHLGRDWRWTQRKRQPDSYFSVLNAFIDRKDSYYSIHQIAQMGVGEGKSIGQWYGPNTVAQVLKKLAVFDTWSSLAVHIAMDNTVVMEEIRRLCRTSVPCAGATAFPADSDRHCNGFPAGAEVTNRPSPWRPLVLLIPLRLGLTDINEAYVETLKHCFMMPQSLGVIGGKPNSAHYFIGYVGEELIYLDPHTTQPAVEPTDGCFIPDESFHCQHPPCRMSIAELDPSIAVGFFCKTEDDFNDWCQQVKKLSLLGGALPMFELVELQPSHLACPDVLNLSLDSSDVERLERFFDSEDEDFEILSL
PfGluPho inh = PfG6PD (Plasmodium falciparum) enzyme inhibition. PfGluPho enzyme, NADPH resazurin-diaphorase fluorescence. inhibition, % at 20 µM. 350,000 tested, 0.78% active;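 active means inhibition reaching at least a set limit at 20 µM in the primary screen, cut at about 59% in these data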;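 further: 0% = DMSO wells with substrate and 100% = DMSO wells lacking glucose-6-phosphate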
SENP6 block = inhibitors of human SENP6 protease. Q9GZR1. Recombinant SENP6 catalytic domain, aminoluciferin luminescence. inhibition, % at 10 µM. 330,000 tested, 1.8% active. AID 2599;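 active means inhibition above about 50% at the single tested dose, limit read from the data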;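 further: plate controls were DMSO wells with enzyme for no effect and DMSO wells lacking enzyme for full effect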
Target sequence (Q9GZR1 628-1112 limits assumed): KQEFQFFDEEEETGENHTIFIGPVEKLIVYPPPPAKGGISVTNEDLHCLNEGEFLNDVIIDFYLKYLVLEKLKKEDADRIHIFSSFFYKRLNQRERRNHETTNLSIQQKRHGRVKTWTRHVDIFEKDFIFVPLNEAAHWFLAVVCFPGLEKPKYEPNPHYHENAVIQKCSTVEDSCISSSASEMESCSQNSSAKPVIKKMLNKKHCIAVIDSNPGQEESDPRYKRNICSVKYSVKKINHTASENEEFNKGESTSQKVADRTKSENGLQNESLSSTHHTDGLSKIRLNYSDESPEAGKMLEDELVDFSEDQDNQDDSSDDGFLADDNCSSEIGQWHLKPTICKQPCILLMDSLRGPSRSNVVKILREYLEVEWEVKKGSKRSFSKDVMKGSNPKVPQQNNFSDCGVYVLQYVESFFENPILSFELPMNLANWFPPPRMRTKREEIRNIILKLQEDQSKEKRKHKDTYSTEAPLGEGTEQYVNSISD
The depositor's hits bear a star; / = no result given.

Values run as follows: MPTP block	NR3A LBD binder	ATG4B inh	PfGluPho inh	SENP6 block	SENP7 block	SENP8 block	HKDC1 inhibitor
1: O=C(c1ccc(Cl)c(S(=O)(=O)N2CCOCC2)c1)N1CCCCCC1
  -1.1	0	-8	-7	-12	0	8	-3
2: O=C(Cc1cccs1)Nc1ccc(Cl)cc1
  -2.3	-22	2	1	4	7	18	2
3: CCOc1ccccc1NC(=O)COC(=O)c1cccc(-c2ccc(OC(C)=O)cc2)c1
  12	-14	-1	-1	-15	5	5	3
4: C/C=C/C=C/C(=O)OCC(=O)Nc1ccc(Cl)cc1
  0.8	0	2	9	-14	-2	14	-3
5: COc1ccc(OC)c(NC(=O)CCn2cccc2)c1
  -1.4	1	-10	-13	6	5	26	-6
6: C[C@@H](C(=O)OCC(=O)c1ccccc1)N1C(=O)C2CCCCC2C1=O (some centres undefined)
  -1.6	2	-3	-4	0	5	14	1
7: Cc1ccc(C(C)(C)C)c(OCCN2CCCC2)c1
  -0.2	-6	-2	1	-11	-3	11	-11
8: CC1CN(c2nc3c(c(=O)n(C)c(=O)n3C)n2Cc2c(F)cccc2Cl)CC(C)O1 (centres undefined)
  1.2	-3	1	-2	-14	-15	9	-8
9: Cc1cccc(-n2c(SCc3ccc([N+](=O)[O-])cc3)nnc2-c2c[nH]c3ccccc23)c1
  0.0	7	17	12	-7	-4	9	-3
10: CCCOc1ccc(OCC(=O)c2[nH]c(C)c(C(C)=O)c2C)cc1
  22	1	3	6	-2	-12	14	-3
11: Cc1cccc(N(CC(=O)NC2CCCC2)C(=O)CS(=O)CC(=O)Nc2ccc3c(c2)OCO3)c1 (centres undefined)
  0.6	4	-7	-11	-5	-1	3	-14
12: CC(=O)c1sc(NC(=O)c2ccc3c(c2)OCO3)nc1C
  0.0	-1	-4	30	80*	82*	-35	-5
13: O=C(Nc1cc(C(F)(F)F)ccc1N1CCCC1)c1ccc2c(c1)OCO2
  2.6	0	-2	9	-4	4	2	4
14: Cc1cnc2cc(Cl)c(Cl)cc2n1
  0.0	579*	-6	2	-19	-15	6	1
15: CC(C)c1ccc(OCC(=O)Nc2c3c(nn2C(C)(C)C)CS(=O)(=O)C3)cc1
  -0.8	0	-1	2	-3	-9	-3	14

More entries
Values run as follows: MPTP block	NR3A LBD binder	ATG4B inh	PfGluPho inh	SENP6 block	SENP7 block	SENP8 block	HKDC1 inhibitor
16: CC(=O)Nc1cc(NC(=O)C2C3C=CC(C3)C2C(=O)O)ccc1Cl (centres undefined)
  -1.4	-4	0	-18	4	6	24	7
17: COc1ccc(-c2nc(N)nc(C)c2-c2ccc(Cl)cc2)c(O)c1
  0.4	-11	-8	12	7	-5	15	6
18: CCOc1ccccc1Nc1cc(C)nc2nc(C)nn12
  0.1	-2	-2	4	-10	12	10	-4
19: COc1ccccc1OCC(=O)NNC(=O)Nc1ccccc1
  2.2	1	-3	-10	1	-8	9	-5
20: CC(C)CCOc1cccc(C2c3c(oc4ccccc4c3=O)C(=O)N2CCCN2CCOCC2)c1 (centres undefined)
  -1.6	-2	1	-6	/	/	3	-6
21: COc1ccc(Br)cc1S(=O)(=O)NNC(=O)c1c(C)nc2ccccn12
  0.5	0	-8	-4	-9	-2	12	-10
22: CCn1cc(S(=O)(=O)Nc2ccc(Cl)cc2F)cn1
  -1.1	2	9	-9	-9	11	10	-6
23: O=C(NCc1nc(-c2ccc(C(F)(F)F)cc2)no1)Nc1ccc(F)cc1F
  54*	1	8	-6	7	-3	11	-3
24: O=C(COC(=O)/C=C/c1cccc(Cl)c1)NCCc1ccc(Cl)cc1Cl
  -9.4	0	12	3	-6	8	17	-7
25: COc1cc(OC)cc(C(=O)NNC(=O)CCNC(=O)c2ccc(Br)cc2)c1
  -1.0	-1	-7	-5	-4	-7	5	-1
26: Cc1ccc(/C=C/C(=O)O)cc1S(=O)(=O)N(CCO)CCO
  -0.8	2	-5	-5	-12	-9	29	-3
27: NC(=O)COC(=O)c1ccccc1Oc1ccccc1
  0.1	-3	30	-12	-5	9	2	14
28: NCCC1CN(C(=O)OCc2ccccc2)c2ccccc21 (centres undefined)
  2.1	1	-2	11	/	/	10	-6
29: O=C(COc1ccc([N+](=O)[O-])cc1)Nn1cnnc1
  -2.7	-2	3	-2	-34	-1	3	-7
30: Cc1cc(C(=O)Nc2ccc(CC(=O)O)cc2)c(C)o1
  0.6	-1	-10	-21	-11	11	17	-4

Additional entries
Values run as follows: MPTP block	NR3A LBD binder	ATG4B inh	PfGluPho inh	SENP6 block	SENP7 block	SENP8 block	HKDC1 inhibitor
31: CN(C)C(CNC(=O)c1cccc(S(=O)(=O)NCc2ccccc2)c1)c1ccccc1 (centres undefined)
  -0.2	-1	-10	-4	9	-8	8	-7
32: O=C(Cn1c(=O)oc2cc(S(=O)(=O)N3CCCCCC3)ccc21)NC1CCCCCCC1
  -0.7	4	-6	10	-3	1	5	0
33: COc1cc(CCNC(=O)CCCn2c(=O)c3cccn3c3cccnc32)cc(OC)c1OC
  1.2	-3	5	0	-2	1	-10	4
34: COCc1c(C(=O)NCCc2ccc(OC(F)F)cc2)oc2ccccc12
  0.1	1	0	5	-2	2	0	-1
35: Cc1cccc(C(C)C)c1NC(=O)COC(=O)Cc1ccsc1
  -0.2	-5	-1	-10	-2	1	0	-11
36: CN(CC1CCCN(CCc2cccc(C(F)(F)F)c2)C1)C(=O)c1ccco1 (centres undefined)
  0.3	-3	3	49	-3	-11	4	0
37: CCOC(=O)c1c(C)cccc1OCC(N)=O
  -1.6	25*	3	1	-19	-5	10	-6
38: Nc1nc(NCc2ccco2)nc(N2CCCCCC2)c1[N+](=O)[O-]
  12	-4	8	-8	-8	-2	23	8
39: CCOc1ccc(Nc2ncnc3c2cnn3Cc2ccccc2)cc1
  -0.3	-37	6	25	-15	41	-8	15
40: O=C(Cn1c(=O)oc2cc(S(=O)(=O)N3CCCC3)ccc21)N1CCN(c2ccccc2)CC1
  -0.8	1	-7	-5	-9	-5	-2	-6
41: CC(C)(C)NC(=O)c1ccc(COc2ccccc2Br)o1
  5.1	1	1	-1	9	3	5	-1
42: CCOc1ccccc1-c1nc2c(s1)CCc1onc(-c3ccc(OC)cc3)c1-2
  1.1	17*	0	-7	7	0	-234	2
43: Cc1ccc(N(CC(=O)Nc2ccccc2-c2ccccc2)S(=O)(=O)c2ccccc2)cc1
  4.0	1	38	22	4	-3	11	-1
44: O=C(O)c1ccccc1OCc1ccccc1Br
  -2.0	-1	1	-9	9	3	7	-12
45: CC(=O)NC(Cc1c[nH]c2ccccc12)C(=O)N1CCc2ccccc2C1 (centres undefined)
  -0.5	0	-6	-1	1	6	8	-5

Six consecutive entries already listed:
Values run as follows: MPTP block	NR3A LBD binder	ATG4B inh	PfGluPho inh	SENP6 block	SENP7 block	SENP8 block	HKDC1 inhibitor
31: CN(C)C(CNC(=O)c1cccc(S(=O)(=O)NCc2ccccc2)c1)c1ccccc1 (centres undefined)
  -0.2	-1	-10	-4	9	-8	8	-7
32: O=C(Cn1c(=O)oc2cc(S(=O)(=O)N3CCCCCC3)ccc21)NC1CCCCCCC1
  -0.7	4	-6	10	-3	1	5	0
33: COc1cc(CCNC(=O)CCCn2c(=O)c3cccn3c3cccnc32)cc(OC)c1OC
  1.2	-3	5	0	-2	1	-10	4
34: COCc1c(C(=O)NCCc2ccc(OC(F)F)cc2)oc2ccccc12
  0.1	1	0	5	-2	2	0	-1
35: Cc1cccc(C(C)C)c1NC(=O)COC(=O)Cc1ccsc1
  -0.2	-5	-1	-10	-2	1	0	-11
36: CN(CC1CCCN(CCc2cccc(C(F)(F)F)c2)C1)C(=O)c1ccco1 (centres undefined)
  0.3	-3	3	49	-3	-11	4	0

(continued)
Values run as follows: MPTP block	NR3A LBD binder	ATG4B inh	PfGluPho inh	SENP6 block	SENP7 block	SENP8 block	HKDC1 inhibitor
46: Cc1ccccc1NC(=O)/C=C/c1ccc([N+](=O)[O-])s1
  7.5	0	-4	29	/	/	24	8
47: Cc1ccc(NC(=O)COC(=O)c2ccccc2F)cc1S(=O)(=O)N1CCCCC1
  -2.0	-7	-8	8	9	-4	9	1
48: Nc1nc2nc(-c3ccc(Cl)cc3)cc(C(F)(F)F)n2n1
  -0.6	2	-3	-18	12	9	-272	-2
49: Cc1cc2oc(=O)cc(CN3CCN(Cc4ccccc4)CC3)c2cc1Cl
  0.3	1	-2	16	8	1	11	-1
50: Cc1ccc(-c2cc(C(=O)NCc3cnn(C)c3)c3cc(Br)ccc3n2)cc1
  4.4	-10	4	6	-19	-4	-30	-8
51: O=[N+]([O-])c1ccc(OCC(O)CN(CCO)CCO)cc1 (centres undefined)
  2.2	-2	-7	-5	-2	-10	4	-11
52: C=CCN1C(=O)c2cccc3c(N4CCCCC4)ccc(c23)C1=O
  1.1	-1	-8	15	-9	2	-192	8
53: C=CCSc1nc2sc3c(c2c(=O)n1CC)CCC3
  -0.3	4	9	1	-6	-4	14	0
54: COc1ccccc1N1CCN(C(=S)NC(=O)/C=C/c2ccccc2)CC1
  0.1	2	1	-7	-16	6	9	-1
55: COc1ccc(C(C(=O)NC2CCCC2)N(CCN2CCOCC2)C(=O)c2ccc(OC)c(OC)c2)cc1 (centres undefined)
  -0.8	1	2	6	-22	9	10	-11
56: Cc1ccc(Nc2nc(N)nc(CSc3nccn3C)n2)cc1
  -2.2	2	-5	6	-20	5	12	-1
